AddAB inh – less growth of phage-infected E. coli with AddAB; E. coli expressing H. pylori AddAB, absorbance growth; inhibition, % at 11.9 µM; 0.29% of 330,000 active; AID 435030; in the data active = inhibition above about 12%;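 also: 0% = vehicle wells of infected cells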
CAL PDZ inh – blocks peptide binding to human CAL PDZ domain. Q9HD26. purified CAL PDZ, TMR-peptide fluorescence polarization, 1 h. inhibition, % at 20 µM. 0.02% of 330,000 active. AID 504414;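 active = highest replicate inhibition of at least 40%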;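 also: plate controls were DMSO neutral control wells for no effect and unlabeled competitor peptide control wells for full effect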
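Test system: tagged CAL PDZ domain / Buffer or medium: sodium phosphate/NaCl buffer pH 7.4 with TCEP, IgG, Thesit / Reagent: TMR-labelled reporter peptide T*-PRC34 bound in PDZ groove / Compound dosing: single point, 20 µM / Schedule: 1 h incubation at room temperature before polarization reading / Technique: fluorescence polarization (mP) / Benchmarks: unlabelled peptide, DMSO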
Ecoli viability – counter-screen for AddAB inhibitors: E. coli growth inhibition; AID 449728; inhibition, % at 11.9 µM; E. coli V3065 growth, OD600 absorbance, 18 h; 0.27% of 330,000 active;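 active = inhibition above the campaign's mean inhibition across all tested compounds plus 3 SD, cut at about 9.9% in these data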;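 also: uninfected addAB+ strain grown without phage in ampicillin broth; 0% = DMSO wells and 100% = ciprofloxacin 0.95 µg/ml wells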
DAGLB inh – diacylglycerol lipase beta (human) inhibition. HEK293T DAGLB membrane lysate, EnzChek fluorogenic substrate. inhibition, % at 5.17 µM. Q8NCG7. 0.059% of 340,000 active; in the data active = inhibition above about 34%;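 also: 0% = enzyme with vehicle and 100% = wells lacking enzyme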
Target sequence (Q8NCG7 whole entry, looked up): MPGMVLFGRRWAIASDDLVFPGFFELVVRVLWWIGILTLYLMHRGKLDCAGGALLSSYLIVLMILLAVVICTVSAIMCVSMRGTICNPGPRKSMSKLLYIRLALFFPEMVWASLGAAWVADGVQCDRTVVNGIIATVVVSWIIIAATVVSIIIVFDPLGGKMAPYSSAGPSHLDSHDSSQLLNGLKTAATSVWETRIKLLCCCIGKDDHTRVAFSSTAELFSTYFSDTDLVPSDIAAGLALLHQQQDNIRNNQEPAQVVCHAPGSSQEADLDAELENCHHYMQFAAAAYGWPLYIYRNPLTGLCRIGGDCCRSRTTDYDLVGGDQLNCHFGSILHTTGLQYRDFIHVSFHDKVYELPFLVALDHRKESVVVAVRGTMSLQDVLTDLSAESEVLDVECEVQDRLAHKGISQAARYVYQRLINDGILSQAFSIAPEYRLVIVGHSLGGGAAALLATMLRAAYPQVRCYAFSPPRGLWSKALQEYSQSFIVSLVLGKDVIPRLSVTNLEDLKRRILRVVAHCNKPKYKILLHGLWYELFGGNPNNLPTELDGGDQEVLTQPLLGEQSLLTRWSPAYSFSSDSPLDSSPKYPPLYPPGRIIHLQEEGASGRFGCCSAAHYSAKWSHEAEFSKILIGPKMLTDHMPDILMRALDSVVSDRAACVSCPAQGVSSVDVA
PvdQ inh – P. aeruginosa PvdQ acylase inhibition; purified PvdQ acylase, fluorescence plate reader; inhibition, % at 10 µM; 0.063% of 340,000 active; AID 488965; in the data active = inhibition above about 30%, passing the limit was not always enough;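 also: 0% = vehicle neutral wells and 100% = reference inhibitor wells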
PfHsp90 set2 – inhibits growth of yeast expressing Plasmodium falciparum Hsp90. S. cerevisiae expressing PfHsp90, BacTiter-Glo ATP, 48 h; yeast lacking PDR1 and PDR3 efflux regulators. inhibition, % at 9.4 µM. 0.32% of 310,000 active;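 active = every replicate shows inhibition above about 80%, whatever the replicate mean, limit read from the data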;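 also: 0% = DMSO neutral controls and 100% = 20 µM radicicol positive controls; yeast relying on Plasmodium falciparum Hsp90 in place of its own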
Wnt bcat act – activates Wnt/beta-catenin signaling in a reporter cell assay; 1.2% of 300,000 active; activator, plate reader; activation, % at 9.35 µM; in the data active = activation above about 30%, passing the limit was not always enough;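 also: 0% = neutral control wells and 100% = positive control wells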
phage Ecoli inh – E. coli growth loss with phage present; growth absorbance; inhibition, % at 11.9 µM; 0.26% of 360,000 active; AID 651602; in the data active = inhibition above about 11%
Rtt109 HAT inh – inhibitors of Candida albicans Rtt109/Vps75 histone acetyltransferase; Q5AAJ8; 0.16% of 330,000 active; purified Rtt109/Vps75, ThioGlo CoA-SH fluorescence, 4 h; inhibition, % at 34.9 µM;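 active = inhibition of at least 50% in every replicate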
Target sequence (Q5AAJ8 whole entry, looked up): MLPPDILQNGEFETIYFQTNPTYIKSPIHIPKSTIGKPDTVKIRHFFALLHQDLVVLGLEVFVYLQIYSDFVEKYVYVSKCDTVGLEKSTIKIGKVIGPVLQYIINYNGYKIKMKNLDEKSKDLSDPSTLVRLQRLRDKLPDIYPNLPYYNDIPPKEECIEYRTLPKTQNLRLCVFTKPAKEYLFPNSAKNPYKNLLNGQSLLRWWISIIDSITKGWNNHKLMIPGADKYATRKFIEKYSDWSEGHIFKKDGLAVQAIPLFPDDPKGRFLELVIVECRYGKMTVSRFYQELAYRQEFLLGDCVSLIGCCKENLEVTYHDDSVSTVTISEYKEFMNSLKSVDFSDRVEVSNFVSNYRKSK
Tat export inh – E. coli Tat transport inhibition | inhibition, % at 10 µM | 0.036% of 340,000 active | AID 488895 | E. coli MC4100 TorA-mCherry Tat export, fluorescence;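 active = mean replicate inhibition at least 50% and at least half of replicates individually reaching 50%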;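 also: exported cargo escapes ClpAP degradation while cytoplasmic cargo is degraded and loses fluorescence; 0% = median of neutral control wells and 100% = median of NaSCN control wells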
The depositor's hits bear a star; nt = not tested or not shown.

Values in the order: Wnt bcat act, PfHsp90 set2, DAGLB inh, Tat export inh, AddAB inh, Ecoli viability, CAL PDZ inh, phage Ecoli inh, Rtt109 HAT inh, PvdQ inh
#1 COC(=O)C(O)(CC(=O)Nc1cc(OC)c(OC)c(OC)c1)C(F)(F)F (stereo not drawn)
  -6.5, -5.4, -0.2, 0.9, 0.6, -1.8, nt, -0.4, -1.7, -6.8
#2 S=C(NCCN1CCOCC1)Nc1ccc(Cl)c(Cl)c1
  4.2, 6.5, 3.2, -8.3, 2.4, 1.2, -0.5, 2.0, -2.4, -0.1
#3 CC(=O)Nc1ccc(S(=O)(=O)Nc2ccc(N3CCCCC3)cc2)cc1
  -8.4, 26.6, 8.9, -9.3, -0.8, 1.9, 1.7, 2.8, 7.0, -9.2
#4 Cc1csc2nc(CNC(=O)c3ccco3)cn12
  nt, -5.6, 0.3, -6.7, 3.7, 0.3, -0.1, 3.7, -1.9, -4.9
#5 CCc1ccc(C2c3[nH]c4ccccc4c3CCN2C(=O)c2ccc(=O)n(C)n2)cc1 (stereo not drawn)
  -17.6, -14.7, -1.2, 9.8, 2.3, 0.7, 0.8, 3.2, -5.7, -8.5
#6 CCOC(=O)c1sc(NC(=O)c2ccc(=O)[nH]c2)nc1C
  1.2, -28.1, 0.6, 18.4, 1.7, -2.5, -2.4, 1.9, -12.9, -14.8
#7 Cc1ccc(S(=O)(=O)Nc2nc3ccccc3nc2N2CCOCC2)cc1
  -2.8, -0.6, 1.7, -6.6, -2.5, -3.3, -0.2, 4.4, 12.2, -13.1
#8 Cc1ccc([C@@H]2CC=C(C(=O)O)[C@H](c3ccc(F)cc3)N2S(=O)(=O)c2ccc(C)cc2)cc1
  -2.9, 3.7, 8.2, 7.6, 2.2, 0.1, -0.9, 0.5, 23.8, 8.3
#9 COc1cccc(-n2c(=S)sc3c(=O)n(-c4ccccc4OC)c(=S)[nH]c32)c1
  -1.0, -6.1, -2.4, 12.7, 4.1, 0.4, -0.6, 2.4, -4.6, -14.4
#10 CC1=CC(C)(C)n2c(O)c(N=NC(N)=S)c3c(C)ccc1c32
  0.9, -40.3, 23.4, -9.2, -0.8, 0.1, 0.6, 1.5, -0.3, -14.5
#11 COC(=O)c1ccccc1-n1c(CCC(=O)O)ccc1-c1ccccc1
  4.4, -0.1, -2.9, 2.2, 2.0, 1.0, -1.3, 2.9, -6.9, -5.3
#12 COc1ccc(C(=O)NCc2ccc(Cl)c(Cl)c2)cc1OC
  nt, -4.0, 0.1, 2.3, 3.7, -0.1, -0.1, 3.7, 3.7, -18.8
#13 O=C(Nc1ccccc1)N1CCN(c2ccc(C(F)(F)F)cn2)CC1
  0.3, nt, -1.6, 6.0, 3.0, 2.0, -1.1, 3.1, 3.8, 2.4
#14 Cc1ccc(Cl)c(OCCN2CCCC(C)C2)c1 (stereo not drawn)
  -0.3, -21.5, 0.4, -1.8, 4.2, 1.4, -0.7, 3.0, 0.4, -0.3
#15 CCOC(=O)c1nnc(-c2ccccc2)nc1NC
  6.0, 10.1, 0.0, 0.0, 3.6, 2.2, -1.3, 2.2, 4.4, 9.0

(continued)
Values in the order: Wnt bcat act, PfHsp90 set2, DAGLB inh, Tat export inh, AddAB inh, Ecoli viability, CAL PDZ inh, phage Ecoli inh, Rtt109 HAT inh, PvdQ inh
#16 O=C(COC(=O)c1cncc(Br)c1)NCCC1=CCCCC1
  -1.6, 2.9, 0.3, 9.0, 1.5, -0.9, 1.0, 2.4, -4.1, -11.5
#17 O=S(=O)(c1ccc(Br)cc1)n1c(Cc2ccccc2)nc2ccccc21
  -0.6, 3.3, -3.2, 1.0, 3.4, 2.1, 0.1, 5.2, -3.2, -6.2
#18 O=C(CSc1nnc(-c2ccc(C(F)(F)F)cn2)s1)c1ccc(Cl)cc1
  -1.2, 7.1, -1.2, 6.0, 1.6, 1.1, -0.2, 0.1, 9.5, -12.9
#19 COCCCNC(=O)CCc1c(C)nc2c(-c3ccc(F)cc3)c(C)nn2c1C
  -0.5, -13.6, -0.8, -2.8, -0.5, 0.1, -3.3, 2.2, -3.3, -9.3
#20 CCCc1cc(=O)[nH]c(SCC(=O)NCCC2=CCCCC2)n1
  0.7, -8.2, 2.4, -2.1, -0.8, -1.0, 0.3, 2.9, 3.2, -8.2
#21 Cn1c(=O)[nH]c(=O)c2c1nc(N1CCNCC1)n2CCOc1ccccc1
  nt, -6.9, -2.4, 6.9, 1.4, -2.3, -0.6, 2.2, 5.3, 2.6
#22 Nc1nnc(-c2cc3ccccc3oc2=O)s1
  1.4, 5.3, 0.8, 4.1, 3.7, 2.7, -2.7, 3.3, -5.7, -6.6
#23 Cc1cc(C[n+]2cc(Br)ccc2N)c2ncccc2c1
  40.6*, 16.0, 1.0, -2.7, 0.4, 1.4, -2.3, -0.1, nt, 5.8
#24 Cc1ccc2nc(Nc3nc(C)cc(-c4ccccc4)n3)[nH]c(=O)c2c1
  -6.5, 10.7, -0.5, -5.5, 0.8, 1.8, -1.9, 2.8, -4.8, 1.4
#25 Cc1ccnc(NS(=O)(=O)c2ccc(NC(=O)C3CCCO3)cc2)n1 (stereo not drawn)
  nt, -6.4, -1.7, -4.8, 1.8, 0.4, -2.0, 0.9, nt, 1.1
#26 O=C(CSc1nnnn1C1CCCC1)Nc1ccccc1N1CCOCC1
  -1.5, 4.2, 2.1, 28.2, 2.1, 2.5, -2.9, 3.3, 2.8, -4.2
#27 CSc1nnc(C)c(=O)[nH]1
  nt, 9.5, -3.4, 0.9, 2.7, -0.5, -1.3, 4.5, -0.4, -9.4
#28 COc1ccc(-c2cnc(OC(C)(C)C)nc2OC(C)(C)C)cc1OC
  1.6, -1.8, -5.5, -8.8, 2.8, -1.6, -2.0, 0.0, -3.7, -8.4
#29 CCn1c(Oc2ccc(F)cc2)nc2c1c(=O)n(C)c(=O)n2C
  -0.6, nt, -1.7, -1.3, 2.0, -0.1, 2.3, 3.6, -0.2, -7.0
#30 COc1cc2c(cc1OC)C1=C(C#N)CCC(=NC(=O)c3ccc(Cl)cc3)N1CC2
  nt, 5.8, 3.4, -13.1, 0.8, 1.7, -0.4, 3.1, -16.5, -8.5

Continued:
Values in the order: Wnt bcat act, PfHsp90 set2, DAGLB inh, Tat export inh, AddAB inh, Ecoli viability, CAL PDZ inh, phage Ecoli inh, Rtt109 HAT inh, PvdQ inh
#31 COc1ccccc1/C=N/NC(=O)c1nnn(-c2nonc2N)c1CSC1=NCCS1
  nt, 13.0, 3.3, -7.1, 1.2, 0.1, -1.9, 1.7, nt, 6.9
#32 CC1CC(C)(C)NC(=S)N1CCCC(=O)Nc1ccccc1F (stereo not drawn)
  0.0, -10.8, -0.4, 2.1, 0.7, -0.4, -0.2, 0.0, 3.9, -16.3
#33 O=S(=O)(NCc1ccc(F)cc1)c1ccc(-n2cnnn2)cc1
  -3.6, -15.6, -1.4, -1.4, 0.6, 1.7, -1.0, 1.0, 4.4, 0.3
#34 O=S(=O)(/N=C(/Nc1ccc(F)cc1F)c1ccccc1)c1ccccc1
  -0.3, 15.0, -1.2, 1.2, 2.6, 2.1, -1.4, -0.5, -0.1, -9.6
#35 CCOC(=O)c1c(C)c(-c2ccccc2)n(CC(=O)NCCCN(CC)CC)c1C
  -6.8, 1.3, -1.2, 3.9, 0.2, 0.4, -3.0, 1.7, -2.4, 2.9
#36 CC(C)c1ccc(/C=C2\NC(=O)NC2=O)cc1
  3.6, -5.4, 2.9, -1.4, 1.3, 0.7, -2.5, 3.8, -3.8, -5.9
#37 NC(=O)CCCSc1nc2ccccc2[nH]1
  -5.2, -49.3, -1.6, -3.1, 7.9, 5.5, -1.2, 7.6, -9.5, -13.3
#38 COc1ccc(C(=O)Nc2ccccc2C(=O)Nc2cccc(C)n2)cc1
  5.2, -11.9, -15.0, 4.5, 1.9, 3.3, -4.0, -2.0, 7.0, -3.4
#39 O=C(NC1CCCCC1)Oc1ccccc1
  -1.2, -10.0, -2.4, 1.7, -0.5, -0.1, -0.4, 2.1, 5.5, -10.9
#40 Cc1ccc(NC(=O)c2cccc(OCc3c(C)noc3C)c2)c(C)c1
  1.1, nt, -4.3, -3.9, 0.6, -0.6, -0.3, 2.9, -4.6, 7.2
#41 Cc1nnc(SCCCN2C(=O)c3ccccc3C2=O)o1
  -4.0, 69.4, -3.0, -0.3, 4.5, 1.0, -1.9, -1.7, 4.1, -17.6
#42 CC1CN(CCc2ccccc2)C(C)C/C1=N/O (stereo not drawn)
  -0.6, -2.0, -21.7, -1.5, -0.9, -3.8, 0.8, 1.4, -2.8, -8.3
#43 COc1ccc(-c2csc(NC(=S)NC(=O)/C=C/c3ccc(C(C)C)cc3)n2)cc1OC
  -3.6, -40.0, -3.2, 10.3, 1.0, 1.8, -1.8, -3.5, 1.6, -2.8
#44 Cc1cc(C(=O)N/N=C/c2cccc3ccccc23)c(C)o1
  10.5, 1.5, -0.4, -2.2, 1.8, 0.8, -3.8, 2.2, 3.7, -11.9
#45 CCOc1ccccc1NC(=O)NCc1ccccc1F
  -1.3, -6.0, -2.5, -8.6, 3.7, -0.2, -1.7, 4.9, nt, -1.7

Taken from above:
In PvdQ inh, entry 37 has the entry -13.3
In PvdQ inh, entry 45 has the entry -1.7

More entries follow:
Values in the order: Wnt bcat act, PfHsp90 set2, DAGLB inh, Tat export inh, AddAB inh, Ecoli viability, CAL PDZ inh, phage Ecoli inh, Rtt109 HAT inh, PvdQ inh
#46 CCOc1ccc(-c2nonc2NC(=O)c2ccco2)cc1OCC
  -0.4, -5.4, -0.7, -8.8, 2.7, -2.7, -1.8, 1.3, -5.8, 4.7
#47 Cc1cc(OCC(=O)NCCCN2CCOCC2)c2c(C)cc(=O)oc2c1
  -2.4, 5.2, -0.9, 3.6, 4.3, -0.6, -1.9, 2.4, -0.6, -19.5
#48 COC(=O)C1=CO[C@@H](OC2OC(CO)C(O)C(O)C2O)[C@@H]2C(CO)=CC[C@H]12 (stereo partly drawn)
  -0.1, -5.2, 1.8, -6.3, 3.1, -1.7, -0.1, 1.5, -1.1, 2.6
#49 Cn1c(=O)oc2cc(S(=O)(=O)N3CCC4(CC3)OCCO4)ccc21
  -0.1, nt, -0.6, -5.3, 0.2, 0.6, -1.1, 3.2, -1.2, -9.7
#50 COc1cccc(NC(=O)Cn2c(=O)n(CCC(=O)NC3CCN(Cc4ccccc4)CC3)c(=O)c3ccccc32)c1
  0.0, -12.0, -2.5, -1.8, 0.3, 0.1, -1.9, 2.6, 11.3, 1.1
#51 Cn1c(C(=O)c2ccccc2[N+](=O)[O-])nc2ccccc21
  8.1, 20.0, 1.0, 11.8, 2.0, 2.4, -3.1, 2.5, 7.4, 4.3
#52 COc1cccc(/C=N/NC(=O)C(=O)NCc2ccco2)c1O
  nt, -8.2, 6.0, -0.1, 0.1, 0.5, -2.7, 1.8, -6.0, -7.5

Compound profiles (already shown). Order of screens: Wnt bcat act, PfHsp90 set2, DAGLB inh, Tat export inh, AddAB inh, Ecoli viability, CAL PDZ inh, phage Ecoli inh, Rtt109 HAT inh, PvdQ inh
Cc1cc(OCC(=O)NCCCN2CCOCC2)c2c(C)cc(=O)oc2c1 reads -2.4, 5.2, -0.9, 3.6, 4.3, -0.6, -1.9, 2.4, -0.6, -19.5
Cn1c(C(=O)c2ccccc2[N+](=O)[O-])nc2ccccc21 reads 8.1, 20.0, 1.0, 11.8, 2.0, 2.4, -3.1, 2.5, 7.4, 4.3

Source: PubChem BioAssay
